Compound activity (PubChem BioAssay)
p53 reactivator = qHTS assay for re-activators of p53 using a Luc reporter; 320,000 compounds, 0.063% hits; H1299 p53-A138V BP100-luciferase reporter, luminescence, 24 h; Potency, µM (top dose mostly 92.2 µM), inactives show at the top dose activity change, positive = activation, usual class: activators; also: % of control where 0% means no effect; nearly all actives have a fitted effect of over 45% in size
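H1299 (p53-null), stable ts p53-A138V + BP100-Luc; 1000 cells/well, Opti-MEM/10% FBS; cpd 4 pt, 1:5; 24 h, 37 deg C, 5% CO2; detection reagent 10 min RT; luminescence.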
Gal4-VP16 FLuc = VP16 counterscreen qHTS for inhibitors of ROR gamma transcriptional activity; Drosophila S2 Gal4-VP16 UAS-luciferase, luminescence, 20 h; Potency, µM (series often up to 53.6 µM), for the others: top-dose activity, negative = inhibition, usual class: inhibitors; 310,000 compounds, 3.5% hits; AID 2546, 2010;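 also: Gal4-VP16 expression switched on by copper sulfate through the metallothionein promoter; % is scaled to controls: 0 for no effect and ±100 for the full control effect; nearly all actives have a fitted effect of over 50% in size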
Rab9 prom act = qHTS Assay for Rab9 Promoter Activators | 320,000 compounds, 2.8% hits | Potency, µM (highest dose often 9.22 µM), for the others: at the top dose activation, negative = inhibition, most hits filed as activators | Huh7 Rab9 promoter-luciferase reporter, luminescence, 24 h; also: % of control where 0% means no effect; nearly all actives have a fitted effect of over 60% in size
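Luminescence read-out: Huh7 cells stably expressing Rab9-luciferase, treated 24 h with compound at 37 °C, then lysed with luciferase reagent for 10 min at ambient before reading.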
MBNL1 CUG block = qHTS Assay for Inhibitors of MBNL1-poly(CUG) RNA binding; Muscleblind-like protein 1 (Homo sapiens), Q9NR56; TR-FRET MBNL1-His/biotin-(CUG)12 binding, 665/545 ratio; 280,000 compounds, 0.036% hits; Potency, µM (doses to about 57.5 µM), for inactives: at the highest dose activity change, negative = inhibition, actives largely listed as inhibitors; active = well fitted inhibition curve with a large enough effect in the signal ratio, with a control signal flat, not every such curve was filed as active; inconclusive = small, poorly fitted or top-dose-only effect, or effect the other way, or a change in a side signal; inactive = no such curve, though single readings can be large or run the other way; the % refers to the signal ratio; also: % is scaled to controls: 0 for no effect and ±100 for the full control effect
Target sequence (Q9NR56 whole entry, looked up): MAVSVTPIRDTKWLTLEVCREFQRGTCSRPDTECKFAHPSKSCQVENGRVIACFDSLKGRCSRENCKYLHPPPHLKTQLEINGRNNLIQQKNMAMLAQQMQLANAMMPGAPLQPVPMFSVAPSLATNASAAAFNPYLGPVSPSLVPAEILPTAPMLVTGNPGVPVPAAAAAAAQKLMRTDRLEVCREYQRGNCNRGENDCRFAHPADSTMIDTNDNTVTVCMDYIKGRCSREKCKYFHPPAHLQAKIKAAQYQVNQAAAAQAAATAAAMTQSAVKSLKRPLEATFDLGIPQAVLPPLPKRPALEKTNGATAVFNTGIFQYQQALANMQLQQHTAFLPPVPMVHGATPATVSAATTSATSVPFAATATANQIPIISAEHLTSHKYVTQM
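MBNL1-His + Biotin-(CUG)12, cpd titration 92 nM–58 uM; Tb anti-His Ab 0.055 ng/ul, SA-XL665 5 nM (final); 60 min RT; ratiometric 665/545 nm, Ex 340 nm; normalized to buffer and full-complex controls.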
ELG1 genotox = qHTS screen for small molecules that induce genotoxicity in human embryonic kidney (HEK293T) cells expressing luciferase-tagged ELG1. HEK293T ELG1-luciferase reporter, luminescence, 16 h. Potency, µM (top dose mostly 46 µM), for inactives: at the highest dose activity change, positive = activation, actives largely listed as activators. 330,000 compounds, 1.3% hits. AID 504466, 2011; also: % of control where 0% means no effect; nearly all actives have a fitted effect of over 60% in size
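HEK293T cells expressing luciferase-tagged ELG1 were treated with compound or DMSO for 16 hr at 37°C. Luciferase activity was then read after 30 min with ONE-Glo at room temperature; rising signal flags genetic stress.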
BRCA1 expr up = qHTS Assay to Identify Small Molecule Activators of BRCA1 Expression; MCF7-BRCA1-FFLuc reporter, luminescence, 48 h; response scale: scaled: vehicle 0%, 10 µM genistein 100%; Potency, µM (titrated, usually from 46.1 µM), inactives show at the top dose activation, hits mostly activators; 380,000 compounds, 1.1% hits; also: nearly all actives have a fitted effect of over 80% in size; some results filed as inactive show a strong effect at the top dose
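Compounds are tested at multiple concentrations on MCF7 BRCA1-luciferase reporter cells seeded at 2000 per well; after 48 h, a single luminescence end-point is taken and curves fitted to the normalized data.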
NPC1 promoter act = qHTS Assay for NPC1 Promoter Activators | Huh7 NPC1 promoter luciferase reporter, 24 h | Potency, µM (series often up to 9.22 µM), inactives show at the top dose activation, actives largely listed as activators | 320,000 compounds, 2.4% hits | AID 485313, 2010;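 also: % of control where 0% means no effect; nearly all actives have a fitted effect of over 60% in size; reporter is driven by a mutant NPC1 promoter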
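In 1536-well qHTS, Huh7 cells harboring an NPC1 promoter–luciferase construct received compound for 24 h; activation was quantified by luminescence following luciferase reagent addition.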
uPA generation = qHTS for Inhibitors of Cell Surface uPA Generation | 330,000 compounds, 0.31% hits | cell surface uPA generation assay, qHTS | Potency, µM (series often up to 38.3 µM), inactives show top-dose activity change, negative = inhibition, usual class: inhibitors; active = well fitted inhibition curve with a large enough effect; inconclusive = small, poorly fitted or top-dose-only effect; inactive = no such curve, though single readings can be large or run the other way; tested in mouse RAW 264.7 cells; also: % is scaled to controls: 0 for no effect and ±100 for the full control effect; nearly all actives have a fitted effect of over 55% in size
CXXC DNA block = qHTS Fluorescence Polarization Assay for Inhibitors of MLL CXXC domain - DNA interaction. MLL-CXXC / FITC-HOXA9 DNA fluorescence polarization. Potency, µM (highest dose often 115 µM), for the others: at the highest dose activity change, negative = inhibition, most hits filed as inhibitors. 290,000 compounds, 0.037% hits. AID 2662, 2010; active = well fitted inhibition curve with a large enough effect in the polarisation, with a control signal flat, not every such curve was filed as active; inconclusive = small, poorly fitted or top-dose-only effect, or effect the other way, or a change in a side signal; inactive = no such curve, though single readings can be large or run the other way; the % refers to the polarisation
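Fluorescence polarization: 7 uM MLL-CXXC (stock) preincubated 5 min with compounds, then 50 nM fluorescein-HOX-A9 DNA (stock) added; 30 min ambient. Buffer 50 mM Tris-HCl pH 7.5, 50 mM NaCl, 1 mM DTT, 0.05% BSA.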
FLuc modulator = qHTS profiling assay for firefly luciferase inhibitor/activator using purifed enzyme and Km concentrations of substrates (counterscreen for miR-21 project). Luciferin 4-monooxygenase (Photinus pyralis), P08659. purified FLuc, Km substrates, luminescence inhibition. Potency, µM (top dose mostly 57.5 µM), for inactives: at the top dose activity change, negative = inhibition, usual class: inhibitors. 360,000 compounds, 6.9% hits;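 also: plate controls were vehicle for no effect and reference inhibitor for full effect; nearly all actives have a fitted effect of over 55% in size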
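Purified P. pyralis luciferase, 10 nM final, with Km-level 10 uM D-luciferin and 10 uM ATP in 50 mM Tris acetate pH 7.5, 10 mM Mg acetate, 0.01% Tween-20, 0.05% BSA; 6-point qHTS titration about 60 µM downward; luminescence read.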
RORg inh = qHTS for inhibitors of ROR gamma transcriptional activity; Potency, µM (highest dose often 53.6 µM), for inactives: top-dose activity change, negative = inhibition, actives largely listed as inhibitors; Nuclear receptor ROR-gamma (Mus musculus), P51450; AID 2551, 2010; 310,000 compounds, 5.4% hits; Drosophila S2 Gal4-RORgamma UAS-luciferase reporter, 20 h; also: % is scaled to controls: 0 for no effect and ±100 for the full control effect; nearly all actives have a fitted effect of over 60% in size
Target sequence (P51450 whole entry, looked up, the tested form may be a part): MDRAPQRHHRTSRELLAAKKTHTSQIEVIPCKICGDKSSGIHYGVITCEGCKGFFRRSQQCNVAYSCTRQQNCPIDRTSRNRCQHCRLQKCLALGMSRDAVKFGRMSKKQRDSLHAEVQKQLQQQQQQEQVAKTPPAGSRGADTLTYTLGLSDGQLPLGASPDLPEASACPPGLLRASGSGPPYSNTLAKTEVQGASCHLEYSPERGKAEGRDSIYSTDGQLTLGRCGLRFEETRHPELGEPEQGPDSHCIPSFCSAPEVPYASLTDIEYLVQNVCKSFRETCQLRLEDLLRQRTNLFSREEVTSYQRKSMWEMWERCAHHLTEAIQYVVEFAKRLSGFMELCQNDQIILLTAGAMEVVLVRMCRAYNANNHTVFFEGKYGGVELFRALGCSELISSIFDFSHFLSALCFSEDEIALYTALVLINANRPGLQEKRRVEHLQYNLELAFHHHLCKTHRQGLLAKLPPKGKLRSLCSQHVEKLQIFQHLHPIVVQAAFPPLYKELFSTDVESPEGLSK
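Read-out: Photinus luciferase luminescence; inhibitors lower reporter signal. Insect Schneider cells with Gal4-ROR gamma fusion under metallothionein promoter, UAS reporter; 700 uM final copper sulfate induction, 20 hr, ambient temperature.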
* = called active by the depositor; ? = inconclusive; nt = not tested or not shown; [ ] = remark or other dose. Unless noted, calls follow the shape of the dose curve; as a rule, active = well fitted curve in the direction sought with a large enough effect; inconclusive = small, poorly fitted or top-dose-only effect, or another doubt; inactive = no such curve, though single readings can be large; an effect the other way counts as inactive or inconclusive. Potency is read from the fitted curve at half-maximal effect. An excerpt (hit frequency here may not be typical).

cpd | compound | p53 reactivator | Gal4-VP16 FLuc | Rab9 prom act | MBNL1 CUG block | ELG1 genotox | BRCA1 expr up | NPC1 promoter act | uPA generation | CXXC DNA block | FLuc modulator | RORg inh
1 | CCC(=O)Nc1ccc(C(=O)Nc2cccc(C)n2)cc1 | 7% | -20% | 2.5µM* | -7% | ? | 2.5µM* | 3.5µM* | -21% | -8% | 17µM* | -27%
2 | O=C1CC(N2CCOCC2)C(=O)N1Cc1ccc(N2CCCC2=O)cc1 (configuration not stated) | -3% | -1% | 3% | 6% | 0% | 1% | 1% | -2% | 10% | 2% | 4%
3 | CCc1[nH]nc2c1C(c1cccnc1)C(C#N)=C(N)O2 (configuration not stated) | nt | 9% | nt | 14% | nt | -5% | nt | 7% | 5% | 2% | 8%
4 | COc1ccc(C2/C(=C(/O)c3ccccc3)C(=O)C(=O)N2CCN2CCOCC2)c(OC)c1 (configuration not stated) | 8% | -12% | 7% | 9% | 3% | -8% | -1% | 1% | -7% | -4% | 2%
5 | Cc1cc(-c2nc(C)c(-c3nnc(SCC(=O)Nc4cc(Cl)cc(Cl)c4)n3C)s2)no1 | 0% | -2% | -10% | -4% | 2% | 5% | -3% | 3% | 3% | 0% | -2%
6 | Cc1ccc2nc(C)/c(=N\O)c(C)nc2c1 | ? | -2% | -6% | 7% | ? | 17% | 2% | nt | -5% | ? | 11µM*
7 | COc1cccc(NC(=O)N2CCCC2C(=O)NCc2ccc(Cl)cc2)c1 (configuration not stated) | nt | -8% | 5% | -3% | -4% | -14% | -1% | -12% | -10% | 1% | ?
8 | CCOC(=O)c1sc(NC(=S)NC(=O)c2cccc(Cl)c2)c(C(=O)OCC)c1C | -6% | -2%[0.365 µM] | -2% | -10% | -13% | -17% | 1% | 2% | 8% | -5% | ?
9 | O=C(O)c1ccccc1-c1ccccc1C(=O)NCCCO | 4% | -2% | 4% | -13% | -3% | 4% | 4% | nt | 0% | -8% | 18%
10 | Cc1ccc(NC(=O)NC2CCN(S(=O)(=O)c3ccc(F)cc3)CC2)cc1 | -2% | -3% | 1% | 7% | -3% | -21% | -1% | 3% | 14% | 10% | ?
11 | CCOc1cc(CO)cc(Br)c1OCC(=O)Nc1ccccc1C | -5% | -3% | -5% | -1% | -7% | -16% | -4% | 22% | -4% | 2% | -14%
12 | Cc1nn(Cc2cccc(C(=O)N3N=C(C(F)F)CC3(O)C(F)F)c2)c(C)c1[N+](=O)[O-] (configuration not stated) | -6% | -25% | -1% | -1% | -14% | -47% | 1% | nt | -5% | 1% | ?
13 | COc1ccc(NC(=O)CS(=O)CC(=O)Nc2cccc3cccnc23)cc1 (configuration not stated) | 1% | 3% | -8% | 10% | 0% | -10% | 0% | 3% | -10% | 1% | -23%
14 | O=S(=O)(Nc1ccc(Cc2ccncc2)cc1)c1ccc(Br)cc1 | -2% | ? | -6% | 0% | -3% | -72% | -2% | nt | 6% | 3% | ?
15 | O=C(CSc1ncn(-c2ccccc2)n1)Nc1ccc2c(c1)OCO2 | -1% | -5% | 1% | 0% | 0% | 1% | -2% | -6% | -2% | -1% | -12%
16 | C=C(C)CNC(=S)Nc1cccc(N)n1 | 10% | ? | 1% | -6% | 1% | 2% | 0% | 6% | -5% | 1% | 2.8µM*
17 | O=C(CN(CC1CCCO1)C(=O)CNS(=O)(=O)c1ccc(F)cc1)NCc1ccco1 (configuration not stated) | -4% | 1% | -16% | -2% | -1% | 4% | -1% | 2% | -9% | 0% | 1%
18 | CC(=O)c1ccc(S(=O)(=O)NC2CC(=O)N(c3ccc(C)cc3)C2)cc1 (configuration not stated) | -5% | nt | -3% | nt | 2% | -28% | 0% | 16% | nt | 6% | nt
19 | CCOC(=O)Cc1sc(N)nc1C | -7% | 1% | 0% | 2% | 2% | -9% | 0% | 15% | 5% | -11% | 24%
20 | COC(=O)/C=c1\[nH]c2nnc(C)n2c1=O | 2% | -4% | -6% | 14% | -3% | 2% | -1% | 2% | 2% | 3% | -3%
21 | CC(C)CCn1nnnc1C(c1ccc(N(C)C)cc1)N1CCN(C(=O)c2ccco2)CC1 (configuration not stated) | -12% | 2% | 2% | -6% | -1% | 3% | 0% | 1% | -17% | 0% | 19%
22 | Cc1cccc(C)c1NC(=O)COC(=O)C1CC(=O)N(Cc2ccccc2)C1 (configuration not stated) | 0% | -19% | 12% | -10% | 2% | -9% | 1% | 0% | 18% | 2% | 0%
23 | COc1ccccc1CNCc1cccs1 | -2% | -4% | 3% | -4% | 4% | 10% | 0% | -3% | -5% | -6% | 3%
24 | Cc1nc(NCCc2ccccc2)c2nnn(Cc3ccccc3Cl)c2n1 | 1% | -28% | 3% | -9% | 7% | -40% | 2% | -1% | 11% | -1% | ?
25 | CCOC(=O)c1c(C)[nH]c(C(=O)Cn2c(=O)oc3ccccc32)c1C | 12% | 3% | 3% | 3% | 14% | 3% | 8% | -4% | -1% | -16% | 6%
26 | CCC(C)N(C(=O)c1csnn1)C(C(=O)NCc1ccc(F)cc1)c1ccccc1F (configuration not stated) | -5% | -16% | -3% | -1% | -5% | -8% | 2% | -3% | 13% | 1% | 1%
27 | CCCCc1ccc(Nc2ncccc2C#N)cc1 | ? | -1% | 2.8µM* | -17% | ? | ? | ? | 5% | 16% | 9.5µM* | 45%
28 | CCCc1cc(C(=O)Nc2ccc(OC)cc2[N+](=O)[O-])cs1 | nt | nt | 23% | ? | 12% | 95% | 22% | -1% | 3% | 12µM* | nt
29 | Cc1ccccc1-c1nnc2s/c(=C\c3ccc(N(C)C)cc3)c(=O)n12 | 2% | -7% | 1% | 15% | 1% | nt | 2% | nt | 34%[activator] | -1% | -4%[10 µM]
30 | CC(=O)N=C1C=CC(=CN(O)C(C)(C)Cc2ccccc2)C=C1 | -5% | nt | 1% | nt | 5% | 2% | 2% | -19% | nt | 4% | nt
31 | COc1ccc(NS(=O)(=O)c2cc(NC(=O)CNC(=O)c3ccc(C)s3)ccc2Cl)cc1 | 2% | -1% | 3% | -8% | 9% | -59% | -1% | 0% | -9% | ? | 1%
32 | CN(C)c1ccc(C=Nc2ccc(N(C)C)cc2)cc1 | 40µM* | ? | 20% | ? | ? | -37% | 0% | -7% | 2% | 8.5µM* | ?
33 | COC(=O)C1=C(C)N=C2SC(C#N)=C(N)N2C1c1cc(OC)c(OC)c(OC)c1 (configuration not stated) | -16% | 3% | 8% | 12% | -2% | 29% | 1% | 8% | ? | 3% | 17%
34 | Nn1c(SCC(=O)Nc2nccs2)nnc1-c1cccnc1 | -6% | nt | -10% | nt | 1% | 7% | 6% | -74% | nt | nt | nt
35 | COc1ccc(S(=O)(=O)Nc2cc(C)ccn2)cc1 | -6% | 11% | -1% | -1% | 0% | 24% | -7% | 0% | -1% | 6% | -12%
36 | COc1cccc(NC(=O)N2CCC(n3nnc4ccccc43)CC2)c1 | 1% | ? | -2% | -9% | -2% | 1% | -8% | 0% | 1% | -9% | -16%
37 | CC(=O)c1c(C)[nH]c(C(=O)NCCc2cccc(C)c2)c1C | 8% | 3% | ? | -10% | 6% | 15% | ? | -5% | -6% | 17µM* | -12%
38 | CCOc1ccc(C(=O)N2CCN(c3cccc(Cl)c3)CC2)cc1 | 4% | -7% | -4% | -10% | 2% | 2% | 0% | 10% | -8% | -3% | 10%
39 | CC(=O)c1cccc(NC(=O)CN2C(=O)COc3ccc(S(=O)(=O)N4CCOCC4)cc32)c1 | 0% | -2% | 4% | -4% | 0%[9.26 µM] | 19% | -3% | -25% | 0% | 4% | -21%
40 | CC(=O)Nc1c(O)nc(SC/C=C/CSc2nc(O)c(NC(C)=O)c(=O)[nH]2)[nH]c1=O | 3% | 4% | -5% | 0% | 2% | -10% | -8% | 3% | ? | -1% | ?
41 | O=C1OCCN1C(=O)[C@H]1[C@H](c2ccc([N+](=O)[O-])cc2)C(c2ccccc2)=NN1c1ccc(Br)cc1 | 8% | 3%[40.7 µM] | nt | nt | -8% | -6% | nt | 7% | nt | nt | 21%[40.7 µM]
